Pf growth 48h: Primary qHTS for delayed death inhibitors of the malarial parasite plastid, 48 hour incubation; 5.9% of 310,000 active; Potency, µM (highest dose often 28.7 µM), inactives show at the top dose activity change, negative = inhibition, most hits filed as inhibitors; P. falciparum luciferase growth in erythrocytes, 48 h; note: potency is the fitted concentration of half-maximal effect; % is set by controls: 0 for no effect and ±100 for the full control effect
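Here the parasites carry a stable luciferase gene and grow inside erythrocytes in Albumax-based RPMI medium with compound for one erythrocytic cycle. Activity is scored as loss of luminescent signal.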
Shiga inhibitor: A qHTS for Small Molecule Inhibitors of Shiga Toxin; inhibition, % at 38.7 µM; 9.2% of 290,000 active; Vero cells, Shiga toxin protein synthesis inhibition reporter; in the data active = inhibition mostly above about 28%, no sharp cut-off; inactive = mostly below about 43%; note: 0% is about no effect
LmPK inhibitor: qHTS Assay for Inhibitors of Leishmania Mexicana Pyruvate Kinase (LmPK). Q27686. purified LmPK, Kinase-Glo ATP luminescence, 1 h. Potency, µM (series often up to 57.5 µM), without a hit: at the highest dose activity change, negative = inhibition, most hits filed as inhibitors. 0.37% of 290,000 active. AID 1721, 2009; note: potency is the fitted concentration of half-maximal effect; % is set by controls: 0 for no effect and ±100 for the full control effect
Target sequence (Q27686 whole entry, looked up): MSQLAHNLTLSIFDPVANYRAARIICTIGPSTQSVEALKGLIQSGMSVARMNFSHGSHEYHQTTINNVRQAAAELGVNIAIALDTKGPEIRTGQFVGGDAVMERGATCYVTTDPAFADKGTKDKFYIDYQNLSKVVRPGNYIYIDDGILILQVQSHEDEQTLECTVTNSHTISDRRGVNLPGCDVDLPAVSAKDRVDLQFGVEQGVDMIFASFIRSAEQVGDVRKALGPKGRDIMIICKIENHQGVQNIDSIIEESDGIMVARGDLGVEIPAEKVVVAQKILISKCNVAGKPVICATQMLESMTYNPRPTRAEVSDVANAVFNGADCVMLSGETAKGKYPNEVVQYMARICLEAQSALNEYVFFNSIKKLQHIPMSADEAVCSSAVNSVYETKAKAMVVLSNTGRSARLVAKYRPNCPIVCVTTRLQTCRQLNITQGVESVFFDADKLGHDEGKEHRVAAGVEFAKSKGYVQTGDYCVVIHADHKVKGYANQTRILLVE
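qHTS format; LmPK 0.1 nM; substrates PEP 0.5 mM and ADP 0.1 mM. One-hour room-temperature incubation, then coupled luciferase luminescence; 0.5 nM enzyme wells mark activation.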
Pf growth 96h: Primary qHTS for delayed death inhibitors of the malarial parasite plastid, 96 hour incubation | P. falciparum luciferase reporter growth, 96 h | Potency, µM (doses to about 28.7 µM), for inactives: at the highest dose activity change, negative = inhibition, most hits filed as inhibitors | 6.9% of 320,000 active | AID 504834, 2011; note: potency is the fitted concentration of half-maximal effect; % is set by controls: 0 for no effect and ±100 for the full control effect
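Parasite growth measured via integrated firefly luciferase reporter in P. falciparum. Infected erythrocytes at 2% hematocrit, 0.05% parasitemia final were treated 96 hours at 37 C under 5% CO2, and luminescence was read.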
AmpC inh no detg: qHTS Inhibitors of AmpC Beta-Lactamase (assay without detergent). P00811. AmpC nitrocefin hydrolysis, absorbance 480 nm, 0.0001% Triton. Potency, µM (top dose mostly 57.1 µM), without a hit: top-dose activity change, negative = inhibition, actives largely listed as inhibitors. 0.52% of 330,000 active. AID 485341, 2010;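 note: potency is the fitted concentration of half-maximal effect; plate controls were no compound for no effect and no enzyme for full effect; nearly all actives have a fitted effect of over 20% in size; some results filed as inactive show a strong effect at the top dose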
Target sequence (P00811 whole entry, looked up): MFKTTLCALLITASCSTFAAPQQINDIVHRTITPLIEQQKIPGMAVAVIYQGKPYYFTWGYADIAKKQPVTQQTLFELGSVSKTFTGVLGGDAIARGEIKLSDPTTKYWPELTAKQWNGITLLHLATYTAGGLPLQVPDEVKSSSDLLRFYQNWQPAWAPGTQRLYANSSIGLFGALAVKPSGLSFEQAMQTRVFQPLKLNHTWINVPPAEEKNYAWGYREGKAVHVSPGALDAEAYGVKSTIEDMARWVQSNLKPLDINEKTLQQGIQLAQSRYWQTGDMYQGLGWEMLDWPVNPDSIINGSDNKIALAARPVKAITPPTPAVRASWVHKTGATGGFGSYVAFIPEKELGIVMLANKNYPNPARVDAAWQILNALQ
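AmpC (5.3 nM in the dispensed reagent) in 20 mM phosphate pH 7.0 with 0.01% (detergent screen) or 0.0001% Triton X-100 was preincubated with compounds for 15 min at room temperature. Nitrocefin was then added from an 800 uM solution, and hydrolysis was followed at 480 nm.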
CHX counter: Cycloheximide Counterscreen for Small Molecule Inhibitors of Shiga Toxin. cell reporter, cycloheximide protein synthesis inhibition counterscreen. 12% of 300,000 active. max response, %; in the data active = max response mostly above about 13%, no sharp cut-off; inactive = mostly below about 14%; note: read at 38.3 µM for the half of the compounds with a filed dose; 0% is about no effect
Tb PYK inh: qHTS of Trypanosoma Brucei Inhibitors; TbPYK enzyme, Kinase-Glo Plus ATP luminescence, 45 min; Potency, µM (top dose mostly 76.8 µM), without a hit: at the highest dose activity, negative = inhibition, usual class: inhibitors; AID 624173, 2012; 0.12% of 410,000 active; note: potency is the fitted concentration of half-maximal effect; % is set by controls: 0 for no effect and ±100 for the full control effect; nearly all actives have a fitted effect of over 50% in size
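ADP (130 uM final) triggers the TbPYK reaction after compound addition; incubation is 45 min at room temperature. Kinase-Glo Plus is then added and luminescence imaged. Normalized data are fitted to concentration-effect curves.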
* hit, by the source's call; ? = inconclusive; . = not tested or not shown; & = joins results of further samples; [ ] = remark or other dose. Unless noted, calls come from the whole dose curve; as a rule, active = well fitted curve in the direction sought with a large enough effect; inconclusive = small, poorly fitted or top-dose-only effect, or another doubt; inactive = no such curve, though single readings can be large; an effect the other way counts as inactive or inconclusive.

Values in the order – Pf growth 96h	LmPK inhibitor	Pf growth 48h	Shiga inhibitor	AmpC inh no detg	Tb PYK inh	CHX counter
> COc1cccc(C(=O)O/N=C(\N)CS(=O)(=O)c2ccccc2)c1
  28%	-1%	112%[activator]	63*	-14%	0%	56*
> COc1ccc(C(=O)NCCCN2CCOCC2)cc1Br
  -1%	2%	?	-14	-4%	-4%	1
> Cc1ccc(NC(=O)CSc2nnc(-c3ccccn3)n2N)c(Br)c1
  19%	-2%	54%[activator]	8	-8%	-19%	-2
> COc1cccc(NC(=O)C(=O)N/N=C(\C)CC(=O)Nc2ccc(NC(C)=O)cc2)c1
  114%[activator]	-5%	128%[activator]	84*	-24%	1%	32*
> Cc1ccc(-c2c(C#N)c(N)nc3c2CCCC3)o1
  ?	-22%	10µM*	20	-2%	-3%	1
> CCn1cc(C(=O)NCCN(C)C)c(=O)c2cc(F)c(N3CCN(C)CC3)cc21
  ?	-1%	?	3	-8%	-13%	-5
> CC(C)(Oc1ccc(Cl)cc1)C(=O)Nc1cccc(S(=O)(=O)NC2=NCCC2)c1
  -47%	.	?	.	22%	4%	.
> Cc1cccn2c(=O)c(/C=C(\C#N)C(N)=O)c(N3CCN(Cc4ccc5c(c4)OCO5)CC3)nc12
  10µM*	1%	9.3µM*	-13	73%[activator]	-7%	-4
> COc1cc(CC(=O)OCC(=O)N2C(C)CCCC2C)cc(OC)c1OC (stereo not drawn)
  2%	1%	-6%	0	27%	-14%	6
> COc1ccc(NC(=O)CN(C)C(=O)c2ccc(N3CCCCCC3)c([N+](=O)[O-])c2)cc1
  ?	.	?	.	21%	1%	.
> CC(NC(=O)/C(C#N)=C/c1ccco1)c1ccccc1 (stereo not drawn)
  -20%	0%	1%	-2	-15%	1%	7
> O=C1CCCN1CC(CN1CCOCC1)Sc1nnnn1-c1ccccc1 (stereo not drawn)
  14%	-2%	25%	-13	-8%	3%&2%	-4
> CCCCN(CC)C(=O)Cc1c(C(=O)O)[nH]c2ccc(Cl)cc12
  39%[activator]	-2%	-12%	-15	-18%	-7%	-6
> O=C(Nc1cccnc1)c1cc(-c2cccnc2)nc2ccc(Br)cc12
  1.2µM*	0%	1.2µM*	31	-7%	-15%	-3
> CCN1CCCC1CNCc1cccc(OC)c1OCc1ccc(F)cc1 (stereo not drawn)
  ?	-3%	?	-4	-1%	-7%	0
> O=C(Cn1cc(S(=O)(=O)Cc2ccccc2)c2ccccc21)Nc1ccccc1
  -28%	-6%	0%	-1	-56%	-18%	-2
> Cc1c(NC(=O)CSCc2c(F)cccc2Cl)c(=O)n(-c2ccccc2)n1C
  52%[1.15 µM]	1%	2%[5.75 µM]	3	-2%	0%	-2
> Cc1ccc(C)c(S(=O)(=O)Nc2ccc(S(=O)(=O)Nc3onc(C)c3C)cc2)c1
  ?	5%	20%	-3	-21%	2%	0
> Cc1nn(-c2ccccc2)c2c1C(c1ccc(F)cc1)C(C#N)=C(N)O2 (stereo not drawn)
  53%[activator]	2%	-22%	16	-19%	-8%	-1
> Cc1ccccc1OCCn1ccnc1
  ?	-1%	8%	-4	-6%	-5%	38*
> O=S(=O)(c1ccccc1)N1CCN=C1SCc1ccccc1Cl
  -14%	-5%	-12%	41	-37%	-1%	2
> CC(Oc1ccccc1F)C(=O)NNC(=O)CCNC(=O)c1ccccc1Cl (stereo not drawn)
  5%	-3%	-21%	-2	-11%	5%	-1
> Cc1cccc(-c2nc(CSCC(=O)N3CCN(c4ccccn4)CC3)c(C)o2)c1
  371%[activator]	5%	32%[activator]	-12	156%[activator]	6%	-4
> O=C(CSc1nnc(-c2ccccc2O)o1)N1CCCCC1
  ?	-5%	73%[activator]	42*	-17%	-1%	28*
> COC(=O)CCN(C(=O)C1C2CC3CC(C2)CC1C3)c1ccccn1 (stereo not drawn)
  -11%	5%	-14%	-7	24%	-6%	-2
> O=[N+]([O-])CC(=Nc1ccc(F)cc1)N/N=C\c1oc(O)c2ccccc12
  29%	1%	62%[activator]	26	-58%	.	13
> CSc1ccccc1OCc1cc(C(=O)N2CCCC(C)C2)no1 (stereo not drawn)
  0%	-7%	61%[activator]	89*	-9%	1%	27*
> COCCNC(=O)C(=O)NNC(=O)COc1ccc(OC)cc1
  -3%	1%	3%	-7	-1%	-1%	9
> Cc1ccc(S(=O)(=O)Nc2ccc(-n3cnnn3)cc2)cc1
  12µM*	-8%	6%	-3	-34%	-20%	-1
> CNC(=O)c1oc(-c2ccccc2)nc1C
  21%	3%	3%	11	1%	-6%	-4

Full records from above. Screens in order: Pf growth 96h | LmPK inhibitor | Pf growth 48h | Shiga inhibitor | AmpC inh no detg | Tb PYK inh | CHX counter
COc1cccc(C(=O)O/N=C(\N)CS(=O)(=O)c2ccccc2)c1 reads 28% | -1% | 112%[activator] | 63* | -14% | 0% | 56*
Cc1ccccc1OCCn1ccnc1 reads ? | -1% | 8% | -4 | -6% | -5% | 38*
O=[N+]([O-])CC(=Nc1ccc(F)cc1)N/N=C\c1oc(O)c2ccccc12 reads 29% | 1% | 62%[activator] | 26 | -58% | . | 13
Cc1ccc(NC(=O)CSc2nnc(-c3ccccn3)n2N)c(Br)c1 reads 19% | -2% | 54%[activator] | 8 | -8% | -19% | -2
O=C(CSc1nnc(-c2ccccc2O)o1)N1CCCCC1 reads ? | -5% | 73%[activator] | 42* | -17% | -1% | 28*

Of the compounds above, 2 have a nitro group on carbon:
Values in the order – Pf growth 96h	LmPK inhibitor	Pf growth 48h	Shiga inhibitor	AmpC inh no detg	Tb PYK inh	CHX counter
> COc1ccc(NC(=O)CN(C)C(=O)c2ccc(N3CCCCCC3)c([N+](=O)[O-])c2)cc1
  ?	.	?	.	21%	1%	.
> O=[N+]([O-])CC(=Nc1ccc(F)cc1)N/N=C\c1oc(O)c2ccccc12
  29%	1%	62%[activator]	26	-58%	.	13

Following part:
Values in the order – Pf growth 96h	LmPK inhibitor	Pf growth 48h	Shiga inhibitor	AmpC inh no detg	Tb PYK inh	CHX counter
> O=C(c1ccc(COCC(F)(F)F)o1)N1CCCC1
  ?	3%	19%	3	-9%	0%	-5
> O=S(=O)(NCc1ccc2c(c1)OCO2)c1cccc(S(=O)(=O)N2CCOCC2)c1
  2%	-1%	-1%	-23	-23%	-3%	-5
> Cc1cc(C)n(Cc2cccc(C(=O)N/N=C/c3cccnc3)c2)n1
  1%	-5%	9%	-4	2%	-6%	10.0*
> CN(Cc1ccccc1)S(=O)(=O)c1ccc(Cl)c(C(=O)NCc2ccncc2)c1
  9%	.	-9%	.	-2%	5%	.
> CCCC(c1nnnn1C1CCCCC1)N1CCN(C2CCCC2)CC1 (stereo not drawn)
  .	4%	-3%	-12	-24%	-8%	-6
> Brc1cccc(OCCn2ccnc2)c1
  ?	-1%	.	-3	-9%	44%[activator]	6
> CCc1sc(C(=O)NCc2ccccc2)cc1C
  20%	6%	46%[activator]	35	-31%	0%	9
> COC(=O)C1CCN(S(=O)(=O)c2cc3c4c(c2)CCN4C(=O)CC3)CC1
  33%[activator]	.	-7%	.	-16%	-8%	.
> NC(=O)c1cc(Cl)cn(-c2ccccc2)c1=O
  -33%	5%	.	-25	-9%	-4%	-6
> O=C(N/N=C/c1cc(Cl)cc([N+](=O)[O-])c1O)c1cc(-c2ccccn2)nc2ccccc12
  21%	-4%	?	-5	-43%	-1%	-4
> Cc1ccc(CN2CCN(/N=C\C=C\c3ccccc3)CC2)cc1
  8%	0%	-1%	16	29%	-2%	-2
> CN(Cc1ccno1)Cc1cn(Cc2ccccc2)nc1-c1ccc2c(c1)OCO2
  14%	3%	?	13	14%	0%	8
> CC(=O)c1ccc(NC(=O)C(C)OC(=O)CCCN=C2NS(=O)(=O)c3ccccc32)cc1 (stereo not drawn)
  15%	.	-8%	.	-24%	4%	.
> CCS(=O)(=O)c1ccc(O)c(NC(=O)COc2ccc(Br)cc2)c1
  9%	-1%	8%	-3	-51%	4%	-2
> O=c1c2ccccc2nc(/C=C/c2ccc(F)cc2)n1-c1ccccn1
  -24%	4%	5%	-9	-16%	3%	-3
> O=C(CN1C(=O)NC(Cc2c[nH]c3ccccc23)C1=O)NCCc1ccccc1 (stereo not drawn)
  4%	-1%	25%	-8	9%	-3%	-1
> COc1ccc(NC(=O)CC2C(=O)N(c3ccc(OC)cc3)C(=O)N2C(C)C)cc1 (stereo not drawn)
  20%	-6%	.	-7	-14%	2%	-1
> CCOC(=O)C1CCN(C(=O)Nc2cccc(OC)c2)CC1
  9%	-10%	4%	36	-30%	-1%	10
> CC(Sc1ccc(Cl)cc1)C(=O)Nc1ccccc1-c1ccccc1 (stereo not drawn)
  -2%	-1%	2.3µM*	10	-15%	-5%	3
> CCOC(=O)c1c(O)c(Cl)c(C)[nH]c1=O
  ?	-1%[11.5 µM]	2%	45	-21%	1%	4
> Cc1cc(C)n(CC(O)COc2cccc(OCC(O)Cn3nc(C)cc3C)c2)n1 (stereo not drawn)
  0%	12%	-28%	-11	88%[activator]	5%	6
> O=C(NCc1cccnc1)Nc1ccc(Br)cc1
  ?	0%	-10%	21	-19%	-4%	30*
> CCOCCCNC(=O)c1cc2c(=O)[nH]c3ccccc3c2s1
  0%	-3%	?	4	-7%	-5%	0
> COc1cccc(C2CC(C(F)(F)F)n3ncc(C(=O)O)c3N2)c1 (stereo not drawn)
  63%[activator]	0%	18%	-10	-11%	4%	-3
> CCCCn1c(SCC(=O)NCCOC)nc2ccc(N3CCOCC3)cc2c1=O
  ?	0%	-32%	25	81%[activator]	2%	-4

Compounds shown so far with two or more sulfur atoms, in the order listed:
Values in the order – Pf growth 96h	LmPK inhibitor	Pf growth 48h	Shiga inhibitor	AmpC inh no detg	Tb PYK inh	CHX counter
> Cc1ccc(C)c(S(=O)(=O)Nc2ccc(S(=O)(=O)Nc3onc(C)c3C)cc2)c1
  ?	5%	20%	-3	-21%	2%	0
> O=S(=O)(c1ccccc1)N1CCN=C1SCc1ccccc1Cl
  -14%	-5%	-12%	41	-37%	-1%	2
> O=S(=O)(NCc1ccc2c(c1)OCO2)c1cccc(S(=O)(=O)N2CCOCC2)c1
  2%	-1%	-1%	-23	-23%	-3%	-5

Assay outcomes: PubChem, National Center for Advancing Translational Sciences (NCATS)
